Source: PubChem
GSK3 alpha inh = inhibitors of human GSK-3 alpha kinase; AID 2650; ADP-Glo luminescence, 60 min; P49840; 320,000 tested, 0.1% active; inhibition, % at 10 µM;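 in the data active = inhibition above about 50%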;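 also: GST-tagged GSK-3 alpha with peptide substrate and 25 µM ATP; 0% = DMSO neutral wells and 100% = GW8510 positive control wells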
Target sequence (P49840 whole entry, looked up): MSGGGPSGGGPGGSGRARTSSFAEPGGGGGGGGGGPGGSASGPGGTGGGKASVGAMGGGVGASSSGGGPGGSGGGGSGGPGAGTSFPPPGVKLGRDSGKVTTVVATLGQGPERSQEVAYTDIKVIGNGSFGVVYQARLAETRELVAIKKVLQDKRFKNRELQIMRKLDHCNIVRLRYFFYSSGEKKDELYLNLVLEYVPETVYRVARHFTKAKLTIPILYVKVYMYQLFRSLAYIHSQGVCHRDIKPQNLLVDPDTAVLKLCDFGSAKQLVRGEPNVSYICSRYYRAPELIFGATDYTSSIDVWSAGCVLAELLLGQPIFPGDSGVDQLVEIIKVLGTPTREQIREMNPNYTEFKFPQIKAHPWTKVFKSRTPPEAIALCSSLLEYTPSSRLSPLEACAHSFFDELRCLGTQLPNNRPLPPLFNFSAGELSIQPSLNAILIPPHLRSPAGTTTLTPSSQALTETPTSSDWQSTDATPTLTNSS
AI-2 QS mod = modulators of Vibrio harveyi AI-2 quorum sensing system. Vibrio harveyi JMH597 AI-2 luminescence/OD600 ratio, 9 h; stronger effect = lower value; strain lacks LuxN and CqsS sensors; 0 = neutral-control median. AID 2094. 300,000 tested, 0.4% active. activity change, % at 7.5 µM; in the data active = activity change below about -75%, passing the limit was not always enough;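 also: luminescence divided by OD600 gain over 9 h not by final OD600 alone; inactives centre near 13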
KLF5 inhibitor = suppresses KLF5 promoter-driven expression | DLD-1 KLF5 promoter-luciferase reporter, luminescence | inhibition, % at 5 µM | 290,000 tested, 0.23% active;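 active = inhibition above a per-plate limit of that plate's mean compound inhibition plus 3 SD, cut at about 60% in these data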;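 also: 0% = DMSO wells and 100% = LY294002 at 200 µM; higher means less KLF5 promoter-driven luciferase light; inactives centre near -14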
HSP90 inh = inhibitors of HSP90 luciferase refolding in rabbit reticulocyte lysate; inhibition, % at 5.6 µM; 290,000 tested, 0.91% active; luciferase refolding luminescence, 3 h;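 active = inhibition above the screen-wide mean plus 3 SD, computed separately per campaign, cut at about 16% in these data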;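 also: 0% = DMSO wells and 100% = 60 µM geldanamycin wells; inhibitors lower the luminescence because luciferase stays unfolded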
PolyA inhibitor = yeast polyadenylation inhibition; 300,000 tested, 0.02% active; S. cerevisiae SKY197-pL101 polyadenylation reporter, beta-gal luminescence; efflux-impaired pdr1/pdr3 knockout yeast; score 100 = 6 SD above DMSO; calls only at 12 µM;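 active = lowest replicate activity score at least 50, where 100 means six control SD above control mean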;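 also: yeast exposed to compound for 9 h at 30 °C; higher score means more reporter readthrough which indicates perturbed polyadenylation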
HSF1 inhib = HSF1 inhibition; NIH3T3-HGL HSE-luciferase, MG132-induced, luminescence 8 h; stronger effect = lower value; activity change, negative = inhibition, % at 7.5 µM (by protocol); 300,000 tested, 0.77% active; AID 2098;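 active = more than half of replicate wells show activity change below -50%, luminescence cut by over half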;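 also: luciferase reports HSF-1 transcriptional activity via heat shock element; 0% = median of DMSO wells and -100% = zero luminescence signal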
HSF-1 act = increases HSF-1 driven luciferase reporter signal. NIH3T3-HGL HSF-1 luciferase reporter, MG132, 8 h; 100% = twice DMSO control signal. activation, % at 9 µM. 300,000 tested, 1.7% active;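 active = mean replicate activation of at least 50% with a set share of replicates each reaching 50%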;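 also: 0% = median of the neutral control wells and 100% = twice that signal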
IEC-6 tox = IEC-6 cytotoxicity, counter-screen for KLF5 inhibitors | 290,000 tested, 0.78% active | inhibition, % at 5 µM | luminescence viability; in the data active = inhibition above about 22%;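 also: 0% = plate median of test compound wells and 100% = cytotoxic reference compound wells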
GSK3beta inhib = human GSK3beta kinase inhibition | P49841 | activity score (negative = inhibition), % at 10 µM | 300,000 tested, 0.038% active | GST-GSK3beta kinase, ADP-Glo luminescence, 60 min; stronger effect = lower value;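 active = more than half of replicate wells score below -50%, meaning over 50% inhibition versus plate controls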;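 also: 0% = median DMSO wells and -100% = median GW8510 positive control wells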
Target sequence (P49841 whole entry, looked up): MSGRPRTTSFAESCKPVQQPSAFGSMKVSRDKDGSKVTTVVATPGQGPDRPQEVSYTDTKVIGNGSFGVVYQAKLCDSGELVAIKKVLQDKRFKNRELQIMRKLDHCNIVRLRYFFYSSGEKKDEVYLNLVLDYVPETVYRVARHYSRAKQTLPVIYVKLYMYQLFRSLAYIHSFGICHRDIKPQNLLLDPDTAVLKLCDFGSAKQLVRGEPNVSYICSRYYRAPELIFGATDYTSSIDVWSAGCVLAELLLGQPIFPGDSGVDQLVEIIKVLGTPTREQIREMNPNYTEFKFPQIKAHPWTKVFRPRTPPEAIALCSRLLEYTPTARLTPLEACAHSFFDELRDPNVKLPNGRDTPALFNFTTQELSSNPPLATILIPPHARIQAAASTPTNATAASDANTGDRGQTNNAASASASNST
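test system = GST-tagged human GSK3beta kinase, cell-free | reagent = 25 µM ATP with peptide substrate | dosing = one dose of 10 µM per compound | schedule = 60 min reaction, RT | detection = luminescent ADP-Glo measurement of ADP formed | control set = DMSO neutral wells and GW8510 at 20 µM as positive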
aSyn UTR inh = MLPCN primary screen, SNCA 5' untranslated region. AID 1813. 300,000 tested, 0.82% active. alpha-synuclein 5'UTR reporter, inhibitor activity. inhibition, % (tested at 7.5 µM); in the data active = inhibition above about 60%;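 also: H4 neuroglioblastoma cells stably carrying SNCA 5'UTR luciferase fusion; 0% = DMSO wells and 100% = positive control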
Starred values were filed as active, the others as inactive. These rows are one share of the data. The share of hits here may be higher or lower than overall.

`CC1CCN(S(=O)(=O)c2ccc3c(ccn3CCC(=O)NC(C)C)c2)CC1` gave AI-2 QS mod 7, KLF5 inhibitor -22, HSP90 inh 3, PolyA inhibitor inactive, HSF1 inhib 0, HSF-1 act 11, IEC-6 tox -4, GSK3beta inhib 1 and aSyn UTR inh 5.
`CCOC(=O)N1CCN(C(=O)c2ccc3c(SCC(=O)O)c4c(nc3c2)CCC4)CC1` gave GSK3 alpha inh -2, AI-2 QS mod 30, KLF5 inhibitor -19, HSP90 inh -3, PolyA inhibitor inactive, HSF1 inhib -4, HSF-1 act 1, IEC-6 tox -4, GSK3beta inhib 2 and aSyn UTR inh 12.
For CS(=O)(=O)N(CC(=O)NCCSc1ccccn1)c1cccc2ccccc12 the results were GSK3 alpha inh -1, AI-2 QS mod 7, KLF5 inhibitor -29, HSP90 inh -2, PolyA inhibitor inactive, HSF1 inhib -8, HSF-1 act -7, IEC-6 tox 3, GSK3beta inhib 2 and aSyn UTR inh -5.
Screening O=C(c1ccc(Br)cc1)N1CCC(C(=O)N2CCN(Cc3ccccc3)CC2)CC1 returned GSK3 alpha inh 1, AI-2 QS mod -1, KLF5 inhibitor 4, HSP90 inh 12, PolyA inhibitor inactive, HSF1 inhib -1, HSF-1 act 13, IEC-6 tox 4, GSK3beta inhib -3 and aSyn UTR inh 24.
`COc1ccc(-c2nc(CS(=O)CC(=O)N3CCCC3)c(C)o2)cc1` (stereo unspecified) gave GSK3 alpha inh -2, AI-2 QS mod 11, KLF5 inhibitor -14, HSP90 inh -7, PolyA inhibitor inactive, HSF1 inhib -7, HSF-1 act -17, IEC-6 tox 2, GSK3beta inhib 0 and aSyn UTR inh -34.
Screening O=C(N/N=C/c1sc(N2CCCCC2)nc1-c1cccs1)c1cccnc1 returned GSK3 alpha inh -1, AI-2 QS mod 25, KLF5 inhibitor -30, HSP90 inh 2, PolyA inhibitor inactive, HSF1 inhib -2, HSF-1 act 24, IEC-6 tox 11, GSK3beta inhib 2 and aSyn UTR inh -11.
`COc1ccccc1C1C(C(C)=O)=C(O)C(=O)N1c1ccc(O)cc1` (stereo unspecified) gave GSK3 alpha inh 1, AI-2 QS mod -4, KLF5 inhibitor -51, HSP90 inh 6, PolyA inhibitor inactive, HSF1 inhib -2, HSF-1 act -1, IEC-6 tox -6, GSK3beta inhib -1 and aSyn UTR inh -17.
CCOC(=O)c1cccc(NC(=O)c2c(NCc3ccccc3)[nH]c(=O)[nH]c2=O)c1 was read as GSK3 alpha inh -1, AI-2 QS mod 7, PolyA inhibitor inactive, HSF1 inhib -1, HSF-1 act -10, GSK3beta inhib -1 and aSyn UTR inh -5.
For O=C(NC(=S)NC1CCS(=O)(=O)C1)c1ccccc1F (stereo unspecified) the results were GSK3 alpha inh -1, AI-2 QS mod 18, KLF5 inhibitor 7, HSP90 inh -1, PolyA inhibitor inactive, HSF1 inhib -1, HSF-1 act -18, IEC-6 tox -5, GSK3beta inhib 0 and aSyn UTR inh 8.
`CCN(CC)S(=O)(=O)c1cccc(C(=O)Nc2cccc(C)c2)c1` gave GSK3 alpha inh 0, AI-2 QS mod 16, KLF5 inhibitor -77, HSP90 inh -1, PolyA inhibitor inactive, HSF1 inhib 9, HSF-1 act 37, IEC-6 tox -3, GSK3beta inhib 3 and aSyn UTR inh -124.
`CC(C)(C)NC(=O)CCN(/N=C/c1ccccc1O)C1=NS(=O)(=O)c2ccccc21` gave GSK3 alpha inh -3, AI-2 QS mod 7, KLF5 inhibitor -24, HSP90 inh 0, HSF1 inhib 21, HSF-1 act 2, IEC-6 tox -1, GSK3beta inhib -1 and aSyn UTR inh 13.
`COc1ccc2nc(NC(=O)CNS(=O)(=O)c3cccs3)sc2c1` gave GSK3 alpha inh 0, AI-2 QS mod 20, KLF5 inhibitor -23, HSP90 inh 5, PolyA inhibitor inactive, HSF1 inhib -5, HSF-1 act 21, IEC-6 tox -2, GSK3beta inhib -4 and aSyn UTR inh -28.
For O=C(N/N=C/c1ccco1)c1cccc(N2Cc3ccccc3C2)c1 the results were GSK3 alpha inh 7, AI-2 QS mod 8, KLF5 inhibitor -14, HSP90 inh 1, HSF1 inhib 0, HSF-1 act 8, IEC-6 tox -6, GSK3beta inhib 3 and aSyn UTR inh -29.
`O=C(NC1CCCC1)C1CCC(CNS(=O)(=O)c2ccc(F)cc2)CC1` (stereo unspecified) gave GSK3 alpha inh -1, AI-2 QS mod 6, KLF5 inhibitor -50, HSP90 inh 0, PolyA inhibitor inactive, HSF1 inhib -8, HSF-1 act -1, IEC-6 tox -4, GSK3beta inhib 0 and aSyn UTR inh 5.
Screening COCCn1c(COC)nc2ccccc21 returned GSK3 alpha inh -1, AI-2 QS mod 10, KLF5 inhibitor -17, HSP90 inh -6, PolyA inhibitor inactive, HSF1 inhib -5, HSF-1 act -7, IEC-6 tox -2, GSK3beta inhib 1 and aSyn UTR inh 30.
`CC(=O)c1ccc(S(=O)(=O)N(Cc2cc3cc4c(cc3[nH]c2=O)OCCO4)CC2CCCO2)cc1` (stereo unspecified) gave GSK3 alpha inh 0, AI-2 QS mod -3, KLF5 inhibitor -107, HSP90 inh -2, PolyA inhibitor inactive, HSF1 inhib 20, HSF-1 act 31, IEC-6 tox -1, GSK3beta inhib 0 and aSyn UTR inh -180.
O=C(O)/C=C\C(=O)Nc1ccc(OCc2ccccc2)cc1 was read as GSK3 alpha inh -2, AI-2 QS mod 39, KLF5 inhibitor -40, HSP90 inh -3, PolyA inhibitor inactive, HSF1 inhib -66*, HSF-1 act -67, IEC-6 tox -2, GSK3beta inhib 5 and aSyn UTR inh -7.
For CCOc1cccc(CN2CCCC(N3CCN(c4cccc(Cl)c4)CC3)C2)c1O (stereo unspecified) the results were GSK3 alpha inh -2, AI-2 QS mod 8, KLF5 inhibitor -13, HSP90 inh 7, PolyA inhibitor inactive, HSF1 inhib -2, HSF-1 act 10, IEC-6 tox 11, GSK3beta inhib -3 and aSyn UTR inh -3.
For CCOCCOCCC(C(=O)O)P(=O)(c1ccccc1)c1ccccc1 (stereo unspecified) the results were GSK3 alpha inh -1, AI-2 QS mod -14, KLF5 inhibitor -4, HSP90 inh 4, PolyA inhibitor inactive, HSF1 inhib -6, HSF-1 act 2, IEC-6 tox 4, GSK3beta inhib -2 and aSyn UTR inh -3.
COc1ccc(/C(C)=N/Nc2nc(C)c(C(C)=O)s2)cc1 was read as GSK3 alpha inh -3, AI-2 QS mod 15, KLF5 inhibitor -31, HSP90 inh -5, PolyA inhibitor inactive, HSF1 inhib -3, HSF-1 act 1, IEC-6 tox -5, GSK3beta inhib 2 and aSyn UTR inh 23.
Cc1cc(C)cc(Oc2nc3ccccn3c(=O)c2/C=C(\C#N)C(=O)NC2CCS(=O)(=O)C2)c1 (stereo unspecified) was read as GSK3 alpha inh 2, AI-2 QS mod 7, KLF5 inhibitor -14, HSP90 inh 7, PolyA inhibitor inactive, HSF1 inhib 18, HSF-1 act 42, IEC-6 tox -5, GSK3beta inhib 4 and aSyn UTR inh 12.
CN(C(=O)C1CCN(c2ncnc3c2nc2n3CCCCC2)CC1)C1CCCCC1 was read as GSK3 alpha inh 0, KLF5 inhibitor -6, HSP90 inh -7, PolyA inhibitor inactive, HSF1 inhib 2, HSF-1 act 6, IEC-6 tox -6, GSK3beta inhib 2 and aSyn UTR inh 6.
For CCOc1cc(C)c(C(C)C)cc1S(=O)(=O)N1CCN(C)CC1 the results were GSK3 alpha inh -2, AI-2 QS mod 15, KLF5 inhibitor -18, HSP90 inh -4, PolyA inhibitor inactive, HSF1 inhib 4, HSF-1 act 29, IEC-6 tox -2, GSK3beta inhib 2 and aSyn UTR inh 5.
`CC(=O)C1=C(C)Nc2ncnn2C1c1ccccc1Cl` (stereo unspecified) gave GSK3 alpha inh 9, AI-2 QS mod 18, KLF5 inhibitor 0, HSP90 inh -3, PolyA inhibitor inactive, HSF1 inhib -2, HSF-1 act -16, IEC-6 tox 0, GSK3beta inhib -1 and aSyn UTR inh 24.
For O=C(O)c1cc(-c2ccc3ccccc3c2)nc2ccc(F)cc12 the results were GSK3 alpha inh -7, AI-2 QS mod 19, KLF5 inhibitor -22, HSP90 inh -7, PolyA inhibitor inactive, HSF1 inhib 23, HSF-1 act 34, IEC-6 tox 2, GSK3beta inhib 5 and aSyn UTR inh -2.
Screening O=C(CN1CCN(C(=O)c2ccco2)CC1)Nc1ccccc1-c1ccccc1 returned GSK3 alpha inh 0, AI-2 QS mod 9, KLF5 inhibitor -12, HSP90 inh 4, PolyA inhibitor inactive, HSF1 inhib -1, HSF-1 act 0, IEC-6 tox -1, GSK3beta inhib -2 and aSyn UTR inh 3.
Screening O=C1c2ccccc2C2=Nc3ccccc3SC(c3cccc(F)c3)C12 (stereo unspecified) returned AI-2 QS mod 38, KLF5 inhibitor -21, HSP90 inh -1, PolyA inhibitor inactive, HSF1 inhib 3, HSF-1 act -4, IEC-6 tox 0, GSK3beta inhib 1 and aSyn UTR inh -15.
Screening O=C(OC(C(=O)NCc1ccco1)c1ccc(Cl)cc1)c1cccs1 (stereo unspecified) returned GSK3 alpha inh -1, AI-2 QS mod 25, KLF5 inhibitor -26, HSP90 inh 5, PolyA inhibitor inactive, HSF1 inhib 5, HSF-1 act 11, IEC-6 tox 1, GSK3beta inhib -1 and aSyn UTR inh 6.
`c1ccc2c(c1)oc1c(Nc3ccc(CN4CCOCC4)cc3)ncnc12` gave GSK3 alpha inh 7, AI-2 QS mod 18, KLF5 inhibitor -162, HSP90 inh 3, PolyA inhibitor inactive, HSF1 inhib -2, HSF-1 act 1, IEC-6 tox -1, GSK3beta inhib -1 and aSyn UTR inh -102.
`S=C(NCCc1ccccn1)NC1CCCCC1` gave GSK3 alpha inh 2, AI-2 QS mod 7, KLF5 inhibitor -63, HSP90 inh 23*, PolyA inhibitor inactive, HSF1 inhib 8, HSF-1 act 27, IEC-6 tox 7, GSK3beta inhib 2 and aSyn UTR inh -61.
For O=C(Nc1ccc(N2CCN(C(=O)c3cccs3)CC2)cc1)c1ccco1 the results were GSK3 alpha inh -2, AI-2 QS mod 36, KLF5 inhibitor -9, HSP90 inh 3, PolyA inhibitor inactive, HSF1 inhib 10, HSF-1 act 13, IEC-6 tox 0, GSK3beta inhib -3 and aSyn UTR inh -11.
CS(=O)(=O)N1CCN(CC2CC3C=CC2C3)CC1 (stereo unspecified) was read as GSK3 alpha inh -2, AI-2 QS mod 9, KLF5 inhibitor 2, HSP90 inh 5, HSF1 inhib -1, HSF-1 act 3, IEC-6 tox 4, GSK3beta inhib 2 and aSyn UTR inh 12.
For CC(C)CCNC(=O)c1ccc(Cl)c(NC(=O)c2ccccc2F)c1 the results were GSK3 alpha inh -2, AI-2 QS mod -7, KLF5 inhibitor -22, HSP90 inh -3, PolyA inhibitor inactive, HSF1 inhib 11, HSF-1 act 4, IEC-6 tox -1, GSK3beta inhib -2 and aSyn UTR inh 25.
Cc1noc(C)c1COc1ccc(C(=O)Nc2ncccc2O)cc1 was read as GSK3 alpha inh 1, AI-2 QS mod 6, PolyA inhibitor inactive, HSF1 inhib 10, HSF-1 act 18, GSK3beta inhib 0 and aSyn UTR inh -67.
